Source: PubChem BioAssay
zfTRPN1 agonist = zebrafish TRPN1 channel agonists, primary screen, cell-based, HEK293, calcium fluorescence; 220,000 compounds, 0.18% hits; activation, % at 3 µM; transient receptor potential cation channel N1 (TRPN1/NompC), Danio rerio; HEK293 zebrafish TRPN1-YFP, Fluo-8 calcium fluorescence; 100% = response to 87 µM carbachol;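 active = activation above its plate's cutoff, the mean activation of test wells on that plate plus 3 SD, cut at about 19% in these data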;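 also: 0% = DMSO alone and 100% = 87 µM carbachol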
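System: zebrafish TRPN1-YFP in HEK293 cells / Dosing: 3 µM single point / Timing: dye loading 1 h at 37 °C, then 30 min room temperature / Signal: Fluo-8 calcium fluorescence, excitation 470-495 nm, emission 515-575 nm / Read-out basis: percent activation from peak over basal fluorescence ratio, control-normalized / Control set: high carbachol 87 µM, low DMSO alone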
PPC-1+TRAIL kill = compounds killing PPC-1 cancer cells with TRAIL present, primary screen, TRAIL potentiator project, ATPLite luminescence, uHTS | PPC-1 cells + TRAIL, ATPLite viability luminescence | cell killing (% activity), % at 4 µM | 220,000 compounds, 0.41% hits | AID 1443, 2008;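 active = cell killing above 50% in the first pass at 4 µM, then a duplicate retest at 5 µM averaging 50% or more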;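 also: plate controls were cells with TRAIL plus DMSO for no effect and medium-only wells lacking cells for full effect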
CHOP inh = inhibitors of CHOP promoter induction, primary screen, cell-based, unfolded protein response, luciferase reporter; CHO-K1 CHOP-promoter luciferase, tunicamycin-induced, 15-18 h; inhibition, % at 10 µM; 220,000 compounds, 3.8% hits; AID 2732, 2010;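 active = compounds that reduced the stress-induced luciferase reporter signal by more than about 70% of percent inhibition, limit read from the data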;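 also: 0% = tunicamycin plus vehicle and 100% = wells without tunicamycin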
Ba/F3 V617F tox = reduced viability of JAK2V617F-dependent Ba/F3 cells, primary screen, JAK2V617F inhibitor project, cell-based, Ba/F3 EpoR-JAK2V617F, luminescence | 220,000 compounds, 1.1% hits | ATP luminescence | AID 1446, 2008 | inhibition, % at 5.6 µM;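 active = inhibition above the campaign mean plus 3 SD over all tested compounds, cut at about 24% in these data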;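 also: cytokine-independent growth of Ba/F3 cells driven by EpoR plus mutant JAK2; 0% = DMSO-treated cells and 100% = JAK inhibitor I control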
TNF necrop inh = inhibitors of TNF-alpha triggered necroptosis, primary screen, cell-based, Jurkat FADD-/-, single concentration | activation (protection from cell death), % at 10 µM | Jurkat FADD-/- TNF necroptosis rescue, ATP luminescence, 24 h; 0 = TNF only, 100 = no-TNF cells | 220,000 compounds, 0.068% hits | AID 463075, 2010;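 active = activation, meaning protection from cell death, of at least 50% relative to plate controls; inactive = activation below 50%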;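 also: necroptosis triggered by 40 ng/mL TNF-alpha added together with compound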
TRPML3 ag = human TRPML3 channel agonists, primary screen, cell-based, HEK293 TRPML3-YFP, Fluo-8 calcium fluorescence, 3 µM | AID 1448, 2008 | Mucolipin-3 (Homo sapiens), Q8TDD5 | activation, % at 3 µM | 100% = the carbachol control signal | 220,000 compounds, 0.29% hits;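 active = activation above its plate's cutoff, the mean activation of the plate's test wells plus 3 SD, cut at about 12% in these data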;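 also: 0% = DMSO only wells and 100% = carbachol wells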
Target sequence (Q8TDD5 whole entry, looked up): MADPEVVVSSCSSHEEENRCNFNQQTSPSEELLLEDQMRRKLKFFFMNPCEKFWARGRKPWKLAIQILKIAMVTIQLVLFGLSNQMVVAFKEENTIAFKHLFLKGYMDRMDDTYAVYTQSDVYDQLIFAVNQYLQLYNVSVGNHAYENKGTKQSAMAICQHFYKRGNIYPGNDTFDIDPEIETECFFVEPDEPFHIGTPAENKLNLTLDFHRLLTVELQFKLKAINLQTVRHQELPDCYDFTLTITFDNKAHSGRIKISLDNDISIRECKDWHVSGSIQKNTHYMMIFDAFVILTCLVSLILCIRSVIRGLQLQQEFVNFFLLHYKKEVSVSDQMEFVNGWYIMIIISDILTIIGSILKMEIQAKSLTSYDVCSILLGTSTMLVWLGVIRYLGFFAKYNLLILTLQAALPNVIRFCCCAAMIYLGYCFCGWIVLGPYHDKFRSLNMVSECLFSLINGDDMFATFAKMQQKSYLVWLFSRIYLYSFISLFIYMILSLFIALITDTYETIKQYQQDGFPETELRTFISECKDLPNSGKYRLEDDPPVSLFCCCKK
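Material: HEK293 cells stably carrying human TRPML3-YFP; compound dosing: single dose, 3 µM final nominal compound, 0.3% DMSO final; incubation: 1-h 37 °C dye load, 5-s basal, 120-s post-compound reads; technique: Fluo-8 intracellular calcium fluorescence, excitation 470-495 nm, emission 515-575 nm; read-out basis: percent activation from peak-to-basal fluorescence ratio, scaled between DMSO and carbachol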
Wee1 stabilizer = Wee1 degradation inhibitors, primary screen, cell-based, HeLa, Wee1K328M-luciferase, luminescence. HeLa Luc-Wee1K328M stability; 100% = proteasome inhibitor MG132 effect. AID 1321, 2008. 220,000 compounds, 1.2% hits. reporter increase, % at 5 µM;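 active = activation above the mean of all tested compounds plus 3 SD, set per screening run, cut at about 8.8% in these data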;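 also: cells exposed to compound for 20 h before luminescence read; 0% = DMSO alone and 100% = MG132 at 30 µM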
RBBP9 inhibitor = human RBBP9 inhibitors, primary screen, biochemical, fluorescence polarization, FP-Rh probe, HTS; Serine hydrolase RBBP9 (Homo sapiens), O75884; AID 1515, 2009; recombinant RBBP9; 220,000 compounds, 0.2% hits; inhibition, % at 7.94 µM;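 active = inhibition above the campaign mean of all tested compounds plus 3 SD, cut at about 14% in these data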;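 also: plate controls were DMSO wells with RBBP9 for no effect and wells lacking RBBP9 protein for full effect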
Target sequence (O75884 whole entry, looked up): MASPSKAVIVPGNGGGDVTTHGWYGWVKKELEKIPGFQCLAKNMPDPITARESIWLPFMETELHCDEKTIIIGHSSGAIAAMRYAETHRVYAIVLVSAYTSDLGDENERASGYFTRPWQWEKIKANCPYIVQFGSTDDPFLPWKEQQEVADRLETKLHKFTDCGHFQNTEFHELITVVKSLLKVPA
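System: RBBP9 protein / Quantity: 2.5 µM RBBP9 dispensing solution, before mixing / Also added: Serine-hydrolase probe FP-Rh, 375 nM pre-mixing / Dosing: 7.94 µM single dose, 0.794% DMSO / Timing: enzyme-compound preincubation 30 min, then probe labeling 45 min, 25 °C / Signal: FP readout at 525/598 nm / Controls: DMSO-treated enzyme wells and wells lacking RBBP9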
BaF3 parental = parental Ba/F3 cell viability inhibition, counter-screen for JAK2V617F inhibitor project, murine pro-B, CellTiter-Glo luminescence; CellTiter-Glo ATP luminescence; inhibition, % at 5.6 µM; 220,000 compounds, 1.1% hits;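 active = inhibition above a per-campaign cutoff, the mean inhibition of all tested compounds plus 3 SD, cut at about 27% in these data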;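 also: 0% = DMSO wells and 100% = JAK Inhibitor I control wells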
Starred values were filed as active, the others as inactive; x = no result given.

SMILES | zfTRPN1 agonist | PPC-1+TRAIL kill | CHOP inh | Ba/F3 V617F tox | TNF necrop inh | TRPML3 ag | Wee1 stabilizer | RBBP9 inhibitor | BaF3 parental
COC(=O)c1c(NC(=O)CN2CCC3(O)CCCCC3C2c2ccc(F)cc2)sc(C)c1C (stereo not given) | 0.8 | 32.9 | 13.8 | 3.6 | 1.6 | 0.3 | 0.4 | -9.4 | 11.4
Cn1c2c(c(=O)n(C)c1=O)CN(Cc1ccc3c(c1)OCO3)CN2 | -0.2 | 0.0 | -8.0 | -3.1 | -0.6 | -0.5 | 0.1 | -4.3 | -0.5
CC(C)CNC(=O)c1ccc(NC(=O)c2ccccc2[N+](=O)[O-])cc1 | 0.4 | 5.6 | -1.4 | 0.9 | 1.1 | 1.0 | -0.1 | -2.9 | 5.8
CCSc1nc2sc3c(c2c(=O)n1-c1ccc(OC)cc1)CCN(C)C3 | -0.1 | 9.6 | -9.4 | 13.3 | 0.1 | 0.0 | 1.3 | -12.0 | 38.2*
Cc1cccc2nc(Cn3c(=O)n(CCCC(=O)NCc4ccco4)c(=O)c4ccccc43)cc(=O)n12 | 0.4 | 26.9 | 4.7 | 0.3 | -1.9 | 0.4 | 1.9 | 6.5 | 2.5
COCCCNC(=O)c1ccccc1NS(C)(=O)=O | 1.5 | 17.4 | 17.4 | -1.6 | -0.8 | 0.5 | 1.5 | -2.5 | 4.7
Cc1ccc(C(=O)/C=C/c2ccc(F)cc2)o1 | -1.8 | 4.9 | -65.0 | -5.0 | 3.9 | -0.6 | -1.9 | -0.8 | -0.2
O=C(COC(=O)c1ccccc1Cl)Nc1nccs1 | 0.3 | 4.4 | 20.7 | -1.1 | -1.7 | 0.9 | -2.3 | -3.1 | -0.3
COC(=O)C1CC(O)CN1C(=O)Nc1cccc(C(F)(F)F)c1 (stereo not given) | 1.1 | 31.0 | 15.7 | 0.3 | 0.0 | 1.0 | 7.4 | 0.3 | 7.5
CCCc1cc(-c2[nH]ncc2-c2ccc3c(c2)OCCCO3)c(O)cc1O | 0.0 | 15.4 | 101.3* | -3.5 | -9.0 | -0.4 | -1.3 | -10.3 | -0.7
COc1ccccc1OCCC(=O)OCC(=O)Nc1ncc(Cl)cc1Cl | -0.6 | -6.8 | 2.0 | -4.9 | -2.1 | 0.7 | -2.7 | 6.0 | 2.8
O=C(Cn1cnc2cc([N+](=O)[O-])ccc2c1=O)NCCc1ccc(Cl)cc1 | 1.6 | 14.2 | 17.7 | -1.1 | 0.7 | 0.9 | -2.3 | -5.3 | 1.1
COc1ccc(C2CC(=O)C(C=NCCCN3CCOCC3)=C(O)C2)cc1 (stereo not given) | -0.1 | 15.9 | 34.2 | -1.7 | 0.0 | 0.2 | -1.5 | -4.3 | 1.3
CCC(C)N1C(=O)S/C(=C/c2ccc(Sc3nc4ccccc4[nH]3)o2)C1=O (stereo not given) | 2.5 | 7.2 | 30.7 | -4.5 | -5.8 | 1.5 | -2.7 | -9.2 | 2.0
c1coc(CNc2ncnc3ccccc23)c1 | 7.4 | 33.5 | 52.3 | 4.9 | -8.2 | 4.2 | -2.4 | -1.4 | 7.4
CC(C)CCN(C(=S)NC(=O)C1CCCCC1)c1c(N)n(Cc2ccccc2)c(=O)[nH]c1=O | -0.3 | 26.4 | -9.5 | 2.1 | -0.3 | 0.0 | -2.3 | -5.2 | 8.3
CC(C)(C)c1ccc(C(=O)NCCC(=O)NCc2ccco2)cc1 | 0.2 | x | x | -6.1 | -1.9 | -0.2 | -0.8 | -1.1 | -0.3
C/C=C/c1ccc(OCCCn2cncn2)c(OC)c1 | -0.3 | 48.6 | 12.3 | -0.7 | -2.1 | -0.4 | 0.7 | -6.5 | 4.4
CN1CCN(c2nc3nonc3nc2N2CCN(C)CC2)CC1 | -0.6 | -7.6 | -28.9 | 0.8 | -0.7 | 0.8 | -3.4 | 4.3 | 2.7
CC1CCC(C(=O)NC(C(=O)N2CCN(c3ccccn3)CC2)C(C)C)CC1 (stereo not given) | 1.9 | 13.8 | 16.2 | 1.6 | -2.5 | 0.2 | -1.4 | -9.0 | 3.2
COc1ccc(Cl)cc1NC(=O)NCC1CCN(C(=O)OC(C)(C)C)CC1 | 1.8 | 11.8 | 11.7 | 0.9 | 6.5 | 0.9 | 0.6 | -5.9 | 0.3
O=C(CSc1nccn1-c1ccc(F)cc1)NCc1ccc(F)cc1 | -2.2 | 11.0 | 17.1 | -3.0 | 0.6 | -0.2 | -1.3 | 7.0 | 2.5
Cc1ccc(NC(=O)CSc2nnc(Cc3ccccc3)o2)c(C)c1 | -0.8 | 14.7 | 1.0 | 2.7 | 0.8 | -0.5 | 0.8 | -9.0 | 5.5
O=C(c1ccccc1)N1CCN(C(=S)NCCc2ccccc2)CC1 | 0.7 | 12.1 | 26.0 | -3.0 | 1.5 | 0.6 | 6.2 | -4.8 | 3.5
O=S(=O)(NCCC(c1ccc(F)cc1)c1ccco1)c1ccccc1 (stereo not given) | -3.9 | 23.2 | 51.4 | -1.1 | 2.8 | -0.8 | 3.4 | -4.6 | 1.0
CSc1ccc(Cl)c(C(=O)Nc2ccc(N3CCOCC3)cc2)c1 | -0.3 | 8.7 | -17.2 | 1.9 | 0.1 | -0.1 | 2.8 | -5.0 | 7.2
O=C(CN1C2=NCCCN2c2ccccc21)c1cccc(Br)c1 | -0.2 | 12.6 | 23.9 | 1.9 | 4.1 | 1.2 | -1.6 | 1.6 | 3.2
Cc1cccc(N=C2NC(=O)/C(=C/c3cn(C)c4ccccc34)S2)c1 | -0.4 | -6.2 | 14.0 | -0.7 | 3.7 | 0.8 | -0.4 | -2.2 | 1.0
CCc1c(-c2ccccc2)nc2sc3c(c2c1N)CCCC3 | 1.6 | 18.6 | 35.3 | -1.4 | -3.8 | 1.0 | 0.1 | -5.8 | -2.8
O=C(NCCc1ccccc1)c1cccs1 | 0.4 | -5.1 | 22.9 | -2.5 | 0.1 | 0.1 | 0.2 | 0.1 | 2.8
CCc1nnc(NC(=O)CCN(c2cc(C)cc(C)c2)S(=O)(=O)c2ccc(Cl)cc2)s1 | -0.7 | -7.1 | 60.0 | 1.2 | -5.2 | 0.2 | 2.9 | -8.1 | 6.7
CC(C)CN(C(=O)COC(=O)CCN1C(=O)c2ccccc2C1=O)C1CCS(=O)(=O)C1 (stereo not given) | 0.8 | 12.8 | 22.3 | 3.0 | -2.3 | 0.1 | -0.9 | -0.8 | 5.6
O=C(Nc1ccc(SC(F)F)cc1)C12CCC(CC1)C2 | 0.5 | 4.5 | 0.0 | 0.2 | 1.9 | 1.1 | -5.2 | -3.8 | -0.5
O=C1CN(c2ccc(Br)cc2)C(=O)N1CC(=O)N1CCCc2ccccc21 | 0.9 | 11.9 | -4.3 | 3.7 | -0.1 | 0.2 | 2.1 | -4.0 | 6.1
CCc1nn(CC(=O)Nc2cc(C)ccc2C)c(=N)s1 | 1.4 | -21.1 | 5.4 | 4.1 | 1.8 | -0.4 | -1.5 | -5.3 | 3.2
CCOC(=O)CSc1ncnc2c1cnn2-c1ccc(Cl)cc1 | 1.1 | 12.3 | -12.7 | -3.4 | -4.0 | 0.3 | -2.3 | -10.9 | 0.8
CCn1cnc2cc(NCc3cccc(OC)c3O)ccc21 | -0.1 | 8.2 | -32.3 | -1.2 | -2.6 | 1.0 | 0.3 | 1.6 | 6.0
O=C1CC(CCC(=O)NC2CC2)c2ccccc2N1 (stereo not given) | 0.0 | 7.4 | -9.0 | 1.2 | 0.3 | 0.7 | 9.0* | -5.7 | 0.9
Cc1nn(-c2ccccc2)c(N)c1C1(O)C(=O)N(C)c2ccccc21 (stereo not given) | 2.1 | 20.3 | -0.5 | -0.6 | 1.6 | 0.9 | -0.8 | -6.0 | 4.4
Nc1ccc(C(=O)Nc2cccc(N)c2)cc1 | -0.2 | 17.3 | -11.9 | -2.7 | -0.4 | 0.9 | 4.9 | 4.8 | 1.2

As a working copy, part of the list above.
SMILES | zfTRPN1 agonist | PPC-1+TRAIL kill | CHOP inh | Ba/F3 V617F tox | TNF necrop inh | TRPML3 ag | Wee1 stabilizer | RBBP9 inhibitor | BaF3 parental
Cc1nn(-c2ccccc2)c(N)c1C1(O)C(=O)N(C)c2ccccc21 (stereo not given) | 2.1 | 20.3 | -0.5 | -0.6 | 1.6 | 0.9 | -0.8 | -6.0 | 4.4
Nc1ccc(C(=O)Nc2cccc(N)c2)cc1 | -0.2 | 17.3 | -11.9 | -2.7 | -0.4 | 0.9 | 4.9 | 4.8 | 1.2

More records follow:
SMILES | zfTRPN1 agonist | PPC-1+TRAIL kill | CHOP inh | Ba/F3 V617F tox | TNF necrop inh | TRPML3 ag | Wee1 stabilizer | RBBP9 inhibitor | BaF3 parental
O=C(Cn1nc(CNc2ccc(Cl)cc2)[n+]2c1CCCCC2)c1ccccc1 | -1.7 | 8.4 | -10.7 | -3.5 | 3.1 | 0.1 | -0.7 | -2.8 | 1.6
Cc1cc(N2CCN(C)CC2)ccc1NC(=O)c1c2c(nc3ccccc13)CCN(Cc1ccccc1)C2 | 3.0 | 25.2 | -39.9 | 10.0 | -18.5 | 0.4 | 2.4 | -10.8 | 6.7
COc1ccc(NC(=O)c2cc(S(=O)(=O)N3CCCCC3)ccc2N2CCCCC2)cn1 | 0.4 | 3.3 | 9.5 | 0.3 | 3.1 | 0.0 | -3.2 | -11.1 | 4.8
COc1ccc(-n2c(SCC(=O)NCC3CCCO3)nc3ccccc32)cc1 (stereo not given) | 0.0 | 0.2 | -1.6 | 3.3 | -3.1 | -0.3 | 0.9 | 2.9 | 3.5
O=C(c1ccco1)N(CCCN1CCOCC1)c1nc(-c2ccc(F)cc2)cs1 | 1.8 | 25.0 | 40.6 | 3.3 | -0.4 | -1.4 | 0.0 | -1.7 | 8.2
CCOc1ccccc1/C=N/NC(=O)CSc1n[nH]c(=O)[nH]c1=O | -0.5 | 13.3 | 9.2 | 3.4 | -0.6 | 0.1 | 6.9 | 6.9 | 10.4
